Compound activity (PubChem BioAssay)
MsrA act: bovine methionine sulfoxide reductase A activation; purified bovine MsrA, absorbance read-out; 0.3% of 360,000 active; activation, % at 10.6 µM; in the data active = activation above about 7.5%;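 also: 0% = vehicle and 100% = reference activator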
Rin1 Abl inh: inhibitors of human Rin1-Abl protein interaction. TR-FRET Rin1/Abl binding, biochemical. 0.4% of 360,000 active. AID 588664. inhibition, % at 7.35 µM. P00519+Q13671; in the data active = inhibition above about 5%, passing the limit was not always enough
E coli Lon inh: inhibitors of E. coli Lon protease; AID 602123; 0.42% of 360,000 active; purified E. coli Lon protease, fluorescence polarization; inhibition, % at 7.94 µM; P0A9M0; in the data active = inhibition above about 13%, passing the limit was not always enough;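 also: 0% = enzyme with probe and DMSO and 100% = no enzyme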
Rpn11 block: blocks the human proteasome subunit Rpn11; 0.59% of 360,000 active; calls only at 20 µM; AID 588493; O00487; human 26S proteasome, Ub4-pepOG fluorescence polarization; 20S core pre-blocked with epoxomicin;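 active = inhibition at 20 µM, scaled to each plate's controls, above about 33%, limit read from the data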
FAS TE block: blocks the thioesterase domain of human fatty acid synthase; recombinant FAS-TE, OMFH fluorogenic substrate, fluorescence endpoint; inhibition, % at 15 µM; P49327; 0.67% of 360,000 active;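 active = compounds whose normalised, plate-corrected inhibition of enzyme fluorescence in the single-dose primary screen is 50% or more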;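 also: 0% = DMSO with enzyme and 100% = substrate without enzyme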
Target sequence (P49327 whole entry, looked up, the tested form may be a part): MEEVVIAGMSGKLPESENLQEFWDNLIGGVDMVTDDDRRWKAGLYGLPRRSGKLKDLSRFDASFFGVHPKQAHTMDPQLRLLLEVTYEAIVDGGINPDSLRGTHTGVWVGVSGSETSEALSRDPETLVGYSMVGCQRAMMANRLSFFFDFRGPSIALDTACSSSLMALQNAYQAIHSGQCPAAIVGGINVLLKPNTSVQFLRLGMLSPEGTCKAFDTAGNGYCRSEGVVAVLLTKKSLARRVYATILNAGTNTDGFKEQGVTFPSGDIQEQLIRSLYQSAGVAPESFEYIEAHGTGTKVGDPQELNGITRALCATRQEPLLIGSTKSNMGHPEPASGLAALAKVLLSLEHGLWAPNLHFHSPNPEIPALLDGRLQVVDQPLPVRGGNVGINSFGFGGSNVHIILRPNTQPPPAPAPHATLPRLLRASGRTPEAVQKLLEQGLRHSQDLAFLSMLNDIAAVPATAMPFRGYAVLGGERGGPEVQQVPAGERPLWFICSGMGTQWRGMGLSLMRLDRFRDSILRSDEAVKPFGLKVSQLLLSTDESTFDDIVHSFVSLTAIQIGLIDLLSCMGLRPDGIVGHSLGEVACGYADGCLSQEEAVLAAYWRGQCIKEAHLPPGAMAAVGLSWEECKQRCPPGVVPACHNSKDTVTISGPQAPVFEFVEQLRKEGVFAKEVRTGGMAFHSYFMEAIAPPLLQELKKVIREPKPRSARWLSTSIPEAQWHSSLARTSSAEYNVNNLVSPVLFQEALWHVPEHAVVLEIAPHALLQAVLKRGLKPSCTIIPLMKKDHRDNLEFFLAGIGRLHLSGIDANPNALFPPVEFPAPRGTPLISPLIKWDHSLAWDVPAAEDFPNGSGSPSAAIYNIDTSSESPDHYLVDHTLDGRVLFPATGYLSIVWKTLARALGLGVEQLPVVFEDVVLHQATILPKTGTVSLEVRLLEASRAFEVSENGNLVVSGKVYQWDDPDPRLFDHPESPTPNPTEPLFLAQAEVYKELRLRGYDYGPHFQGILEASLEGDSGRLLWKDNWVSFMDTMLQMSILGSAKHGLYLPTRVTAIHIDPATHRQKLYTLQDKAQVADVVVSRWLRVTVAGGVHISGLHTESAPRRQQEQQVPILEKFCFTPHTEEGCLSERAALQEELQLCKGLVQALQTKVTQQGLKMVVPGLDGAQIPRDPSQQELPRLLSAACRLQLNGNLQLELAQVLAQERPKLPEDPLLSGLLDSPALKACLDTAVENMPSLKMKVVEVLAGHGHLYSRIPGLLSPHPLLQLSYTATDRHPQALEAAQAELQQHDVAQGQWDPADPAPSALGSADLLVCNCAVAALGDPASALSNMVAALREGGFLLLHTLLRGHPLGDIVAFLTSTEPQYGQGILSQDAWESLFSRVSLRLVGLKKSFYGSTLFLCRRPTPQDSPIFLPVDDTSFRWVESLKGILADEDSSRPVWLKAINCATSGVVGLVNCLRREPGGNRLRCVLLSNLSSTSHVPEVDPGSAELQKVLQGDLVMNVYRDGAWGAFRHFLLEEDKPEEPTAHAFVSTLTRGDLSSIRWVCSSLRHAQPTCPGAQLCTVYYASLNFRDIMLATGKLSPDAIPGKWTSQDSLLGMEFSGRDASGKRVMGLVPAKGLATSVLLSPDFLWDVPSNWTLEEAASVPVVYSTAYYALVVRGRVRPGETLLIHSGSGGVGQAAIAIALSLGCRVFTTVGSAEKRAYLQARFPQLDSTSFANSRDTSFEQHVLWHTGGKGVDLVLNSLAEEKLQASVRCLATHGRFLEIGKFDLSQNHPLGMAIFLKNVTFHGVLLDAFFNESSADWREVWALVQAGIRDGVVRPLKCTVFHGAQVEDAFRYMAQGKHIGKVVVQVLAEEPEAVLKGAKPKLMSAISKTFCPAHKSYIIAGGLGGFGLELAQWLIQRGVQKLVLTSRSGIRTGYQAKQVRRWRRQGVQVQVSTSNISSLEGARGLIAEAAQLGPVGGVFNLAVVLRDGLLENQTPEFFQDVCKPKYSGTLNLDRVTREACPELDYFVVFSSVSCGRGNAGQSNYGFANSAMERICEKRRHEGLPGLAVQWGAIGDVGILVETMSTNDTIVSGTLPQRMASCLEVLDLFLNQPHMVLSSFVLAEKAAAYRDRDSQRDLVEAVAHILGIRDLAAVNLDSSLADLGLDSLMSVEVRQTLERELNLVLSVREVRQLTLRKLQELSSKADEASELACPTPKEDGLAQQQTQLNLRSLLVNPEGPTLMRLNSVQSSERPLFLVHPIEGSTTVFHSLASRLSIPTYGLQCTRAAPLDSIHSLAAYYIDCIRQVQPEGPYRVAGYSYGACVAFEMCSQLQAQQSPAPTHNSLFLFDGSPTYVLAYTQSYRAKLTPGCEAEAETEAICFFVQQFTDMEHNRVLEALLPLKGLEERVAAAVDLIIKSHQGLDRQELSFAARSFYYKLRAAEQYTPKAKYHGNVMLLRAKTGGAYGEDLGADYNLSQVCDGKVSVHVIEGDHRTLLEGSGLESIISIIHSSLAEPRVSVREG
MsrA inhibitor: bovine MsrA inhibition | purified bovine MsrA, absorbance read-out | inhibition, % at 15.5 µM | 0.75% of 360,000 active; in the data active = inhibition above about 4.5%;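 also: 0% = vehicle wells with enzyme and 100% = reference inhibitor wells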
MT1-MMP act inh: blocks activation of human MT1-MMP; P50281; HT1080 RFP-PRO-GFP cells, GFP/RFP ratio fluorescence, overnight; percent of plate control window, DMSO zero; GFP/RFP ratio change, % at 20 µM; 0.061% of 360,000 active;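 active = GFP/RFP ratio change of at least 30% with cell ATP level not reduced by more than half and red fluorescence within 50% of control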; also: strong numbers were not always called active
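Material: RFP-PRO-GFP reporter HT1080 cells. Dosing: single-point 20 µM compound, 1% DMSO. Controls: DMSO and RFP-L50D-GFP cell wells. Timing: cells overnight before dosing, compound overnight, 37 °C, 5% CO2. Measure: GFP/RFP fluorescence ratio.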
PABP1 MLLE inh: blocks PAM2 peptide binding to the PABP1 MLLE domain. P11940. GST-MLLE / FITC-PAM2 fluorescence polarization. inhibition, % at 20 µM. 0.36% of 360,000 active. AID 588489; in the data active = inhibition above about 35%, passing the limit was not always enough;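 also: plate controls were DMSO wells with GST-MLLE for no effect and wells lacking GST-MLLE protein for full effect; some results filed as inactive read as strong as hits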
CSN deneddyl inh: CSN deneddylation inhibition | AID 651999 | Q92905 | inhibition, % at 12.5 µM | 0.38% of 360,000 active | Purified CSN, SCF-Nedd8-OG deneddylation, fluorescence polarization;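 active = pattern-corrected inhibition above about 35%, with an unprinted fluorescence ratio check between 0.5 and 1.5, limit read from the data, passing the limit was not always enough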;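 also: 0% = enzyme with substrate and 100% = substrate without enzyme; some results filed as inactive read as strong as hits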
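Schedule: reaction 90 min, room temperature / Assay system: HEK293T-derived human Csn5 enzyme / Input: Csn5 at 0.24 nM final / Measure: inhibition of Csn5 cleavage, % / Control set: substrate-only high control, full reaction low control / Technique: fluorescence polarization of the substrate / Buffer or medium: Tris/NaCl/DTT buffer, pH 7.5 / Reagent: SCFSkp2-Nedd8OG substrate at 10 nM final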
The depositor's hits bear a star; i = inactive; x = not tested or not shown.

SMILES	MsrA act	Rin1 Abl inh	E coli Lon inh	Rpn11 block	FAS TE block	MsrA inhibitor	MT1-MMP act inh	PABP1 MLLE inh	CSN deneddyl inh
COC(=O)CN(C(=S)Nc1ccccc1)C1CC(=O)N(c2ccc(OC)cc2)C1=O (configuration not stated)	-11	1	10	i	-2	x	2	-5	1
Cc1ccc2[nH]c3c(c2c1)CN(C(=O)CN1CCCc2ccccc21)CC3	-1	-4	-18	x	-2	1.3	-51	-30	12
COc1cc(NC(=O)CCCOc2ccc(Cl)cc2Cl)c(C(=O)O)cc1OC	-2	-1	-3	i	-4	1.5	6	9	-1
Cc1cc(N2CCOCC2)nc2ccc(NC(=S)N3CCN(Cc4ccccc4)CC3)cc12	-9	-4	1	i	-9	0.3	-2	-105	6
CC(C)(C)Nc1c(C2CCNCC2)nc2c(OCc3ccccc3)cccn12	0	-2	-5	i	-10	-0.2	2	-1	1
Clc1ccc(OCCn2c(-c3ccco3)nc3ccccc32)cc1	-13	3	-17	i	19	-0.8	8	-7	1
CN(c1ccccc1)S(=O)(=O)c1cccc(C(=O)NCCc2ccc(O)c(O)c2)c1	-5	-4	4	i	-2	0.1	-1	-12	5
CCSc1ccccc1C(=O)N=C1NC(=O)CC2C(=O)NCCN12 (configuration not stated)	-8	5	5	i	-7	1.9	2	8	-5
CC(=O)NN=C1CCC(c2ccccc2)CC1 (configuration not stated)	-3	-4	-6	i	-8	-0.6	3	1	-9
CC1=NN(c2ccccc2)C(=O)/C1=C/c1ccc[nH]1	-1	-3	-6	i	-8	0.1	-3	5	-3

The final two compounds of the part above lead into the next.
SMILES	MsrA act	Rin1 Abl inh	E coli Lon inh	Rpn11 block	FAS TE block	MsrA inhibitor	MT1-MMP act inh	PABP1 MLLE inh	CSN deneddyl inh
CC(=O)NN=C1CCC(c2ccccc2)CC1 (configuration not stated)	-3	-4	-6	i	-8	-0.6	3	1	-9
CC1=NN(c2ccccc2)C(=O)/C1=C/c1ccc[nH]1	-1	-3	-6	i	-8	0.1	-3	5	-3
O=C1c2ccccc2C(=O)N1c1ccc(S(=O)(=O)N2CCN(c3ccccc3)CC2)cc1	0	1	-7	i	44	0.7	7	-2	-1
COc1cc(NC(=O)[C@H]2CCCN2S(=O)(=O)c2cccc3cccnc23)cc(OC)c1OC	-7	2	11	i	-10	-0.9	-3	-2	-2
CCC1CN(C(=O)N2CCC(C(=O)NCc3ccco3)CC2)c2ccccc2O1 (configuration not stated)	-1	6	9	i	-5	0.4	2	6	2
COC(=O)Nc1ccc(S(=O)(=O)N2CCC(C(=O)N3CCCC(C)C3)CC2)cc1 (configuration not stated)	-1	3	0	i	1	-0.1	-1	-7	4
CCOC(=O)[C@H]1[C@H]2COc3ccc(C)cc3[C@@H]2N2C(=O)CN(CC3CCCO3)C(=O)[C@@]12C (some centres not stated)	-1	4	-3	i	-11	-0.4	-1	-14	-3
C/C=C\C=C/C(=O)Nc1cccc(C2=NOC3(C2)C[C@H](C(N)=O)N(C(=O)c2ccc(OC)cc2)C3)c1 (some centres not stated)	-5	2	1	i	-6	-0.1	-3	-5	0
CCN1CCN(c2nc3c(c(=O)n(C)c(=O)n3C)n2Cc2cccc3ccccc23)CC1	0	0	-1	i	-4	-0.1	-13	7	2
O=C1CN(C(=O)CSc2ccc(-c3ccc(F)cc3)nn2)c2ccccc2N1	0	-1	6	i	-1	-0.2	12	-2	5
c1ccc(COc2ccc(-c3csnn3)cc2)cc1	-11	0	-4	i	-4	x	6	-16	3
COC(=O)c1scc(C)c1NC(=O)CC1NCCNC1=O (configuration not stated)	-1	2	-1	i	-8	0.9	4	-3	-5

Reprinted at random: 4 entries already listed.
SMILES	MsrA act	Rin1 Abl inh	E coli Lon inh	Rpn11 block	FAS TE block	MsrA inhibitor	MT1-MMP act inh	PABP1 MLLE inh	CSN deneddyl inh
CCC1CN(C(=O)N2CCC(C(=O)NCc3ccco3)CC2)c2ccccc2O1 (configuration not stated)	-1	6	9	i	-5	0.4	2	6	2
COC(=O)Nc1ccc(S(=O)(=O)N2CCC(C(=O)N3CCCC(C)C3)CC2)cc1 (configuration not stated)	-1	3	0	i	1	-0.1	-1	-7	4
CCOC(=O)[C@H]1[C@H]2COc3ccc(C)cc3[C@@H]2N2C(=O)CN(CC3CCCO3)C(=O)[C@@]12C (some centres not stated)	-1	4	-3	i	-11	-0.4	-1	-14	-3
O=C1CN(C(=O)CSc2ccc(-c3ccc(F)cc3)nn2)c2ccccc2N1	0	-1	6	i	-1	-0.2	12	-2	5

The results go on.
SMILES	MsrA act	Rin1 Abl inh	E coli Lon inh	Rpn11 block	FAS TE block	MsrA inhibitor	MT1-MMP act inh	PABP1 MLLE inh	CSN deneddyl inh
Cc1ccc2cc(CCNC(=O)CC(C)C)c(=O)[nH]c2c1	1	2	-5	i	-7	0.5	2	6	2
CCC(Oc1ccccc1)C(=O)Nc1ccccc1C(=O)N1CCCCC1 (configuration not stated)	-2	3	0	i	0	-0.6	-2	0	-1
CC1Sc2ccc(C(=O)Nc3ncccc3O)cc2NC1=O (configuration not stated)	-2	-1	-7	i	-7	1.0	-6	5	-4
O=C1C=C(c2ccccc2)CCC1	-8	0	-10	i	-7	2.6	-5	3	-2
COc1cccc(CNC(=O)CCNS(=O)(=O)c2cccc3nonc23)c1	-2	0	0	i	-1	0.1	0	3	0
CC(=O)Nc1ccc(S(=O)(=O)N[C@@H](C)C(=O)N2CCN(c3ccccn3)CC2)cc1	-1	-4	-1	i	-9	-0.3	12	27	3
O=C(NCCN1C(=O)S/C(=C/c2cccnc2)C1=O)C1=NN(c2ccccc2)C(=O)CC1	-4	-1	-3	i	-1	1.1	-5	34	-5
O=C(OCC(=O)c1c[nH]c2ccccc12)c1ccc(Br)o1	-2	-2	4	i	0	x	3	-13	1
CCOc1ccc(NC(=O)CN(C)C(=O)c2n[nH]c(=O)c3ccccc23)cc1OCC	-2	0	-1	i	-8	0.3	2	-3	-2
CC[C@]12c3[nH]c4cc(CCC(=O)N(C)C)ccc4c3CCN1C(=O)[C@@H](CC(=O)NCc1cccc(C(F)(F)F)c1)C[C@@H]2C(=O)N1CCN(C(=O)C2CC2)CC1	-2	-1	-2	i	1	-0.3	0	-1	-1
Cc1ccc(C(=O)N2CCN(S(=O)(=O)N3CCCCC3)CC2)cc1	-9	1	1	i	-4	0.4	0	11	4
COc1ccc(OC)c(S(=O)(=O)Nc2ccc(C(C)=O)cc2)c1	-2	-3	-10	i	-3	1.0	-3	-2	0
CCC(=O)NC(c1ccc(C)cc1)c1cc([N+](=O)[O-])c2cccnc2c1O (configuration not stated)	-9	3	-1	i	9	0.5	-5	18	-8
CC(=O)Nc1cccc(N2C(=O)CCC2=O)c1	-4	0	5	i	-4	-0.9	0	0	-4
COC(=O)c1ccc(NC(=O)C2CCCN2S(=O)(=O)c2ccc(F)cc2)cc1 (configuration not stated)	-1	0	0	i	0	2.8	5	3	-5
Cc1ccc(C(=O)NCCS(=O)(=O)N2CCN(c3ccccc3F)CC2)cc1[N+](=O)[O-]	-7	-1	2	i	42	0.5	-1	-9	2
Cc1nnc(NC(=O)CSC2=NN3CCCC(=O)N=C3S2)s1	-1	3	9	i	0	1.5	3	11	1
CN(C)C(=O)CN1C(=O)NC2(CCCc3ccccc32)C1=O (configuration not stated)	-7	2	2	i	-5	0.4	-4	6	2
O=C(NC(=S)Nc1ccccc1N1CCCCC1)c1cccs1	-4	-2	-9	i	26	0.5	-3	33	-9
CC(=O)NC(=S)Nc1ccc(NC(=S)NC(=O)c2cccs2)cc1	-5	3	5	i	0	0.2	2	31	1
CC(=O)NCCc1nc2cc(NC(=O)c3ccc(F)cc3)ccc2n1C	-3	-1	-1	i	-4	-0.1	5	-3	5
N#CCSc1nnc(-c2sc3ccccc3c2Cl)o1	-5	-3	-3	i	13	0.8	3	-81	-5
COc1ccc(Cl)cc1S(=O)(=O)N1CCN(C(=O)COc2ccccc2)CC1	-1	1	-4	i	4	-0.5	1	9	0
O=C(COC(=O)C1CCN(C(=O)c2ccc(Cl)cc2)CC1)NC1CCS(=O)(=O)C1 (configuration not stated)	-9	1	-7	i	-8	-0.5	10	-5	-6
O=C(CN(C(=O)CNS(=O)(=O)c1ccc(F)cc1)c1ccc(F)cc1)NCc1ccco1	0	2	-4	i	0	-0.6	4	15	-4
CCOC(=O)CN(C(=O)Cn1nnc(-c2ccc(OC)cc2)n1)C(C(=O)NC1CCCC1)c1ccc(F)cc1 (configuration not stated)	-7	4	2	i	22	1.4	-3	-4	0
Cc1ccc(C2=CN(Cc3ccccc3)CCC2=O)cc1	0	2	1	i	3	2.4	4	5	-2
CSC(=NCc1cccnc1)NS(=O)(=O)c1cccs1	3	-1	2	i	1	-0.1	-3	6	-3
CCN(CC)c1ccc(NC(=O)COC(=O)CCc2cc(OC)c(OC)c(OC)c2)cc1	0	2	6	i	0	-0.6	4	6	-1
CC(=O)c1ccc(NC(=O)c2ccc3nc(-c4ccco4)c(-c4ccco4)nc3c2)cc1	-5	1	-6	i	3	x	4	8	84
O=C(CN1CCN(c2ncccn2)CC1)NCCC1=CCCCC1	0	6	-10	i	1	-0.4	-8	1	0
CC(Oc1ccc(Cl)cc1)C(=O)Nc1ccc(S(=O)(=O)N2CCOCC2)cc1 (configuration not stated)	-2	3	-3	i	14	-0.9	-1	9	5
CC1(C)Cc2c(sc3nc4n(c(=O)c23)CCC4)CO1	3	-3	4	i	-6	-1.4	2	10	1
Cc1ccc(C)c(NC(=O)CCN2CCCC(C)C2)c1 (configuration not stated)	-1	-2	0	i	-6	0.2	0	-6	-4
Cc1ccccc1CN(c1ccc(C(=O)NCc2ccccn2)cc1)S(C)(=O)=O	-3	-2	-5	i	-4	-0.6	-5	-7	5
CC(OC(=O)CSc1ccc([N+](=O)[O-])cc1)C(=O)NCc1ccco1 (configuration not stated)	-2	0	-1	i	16	3.3	1	17	-1
Cc1noc(C)c1C(=O)Nc1ccc(N(C)C)cc1	-1	1	0	i	-5	0.8	1	5	-3
CN1CCN(Cc2cc(=O)oc3ccc(Cl)cc23)CC1	-2	2	12	i	-8	0.1	-1	-11	4
COc1cc(/C=N/NC(=O)c2cccc3ccccc23)cc(OC)c1O	-14	0	-4	i	-3	3.1	x	-13	2
CCCn1c(=O)[nH]c(=O)c2c1nc(-c1ccc3c(c1)OCCO3)n2CCN1CCOCC1	-6	2	0	i	-5	-0.2	-6	12	2
O=C(NCC(=O)N1CCN(Cc2ccccc2)CC1)c1ccc(Cl)cc1	-5	1	-5	i	-3	-1.0	-1	7	1
COc1ccc(C(=O)C2CCN(C(=S)NCCc3ccc(OC)c(OC)c3)CC2)cc1	0	0	3	i	10	-0.6	12	-98	-2
CCCCCCCCCCCCCCCC(=O)NCCc1c[nH]c2ccccc12	-8	-6	0	i	12	-0.5	-2	-6	1
Cc1ccccc1NC(=O)NCC1CCN(c2ccc(S(=O)(=O)N3CCOCC3)cc2)CC1	-3	0	-9	i	0	0.1	2	-11	3
OC1C2CCC(C2)C1CN1CCOCC1 (configuration not stated)	0	3	-5	i	-9	-0.7	0	1	0
Cc1ccc(Cl)c(OC(=O)Cn2cnc3c2c(=O)n(C)c(=O)n3C)c1	0	0	2	i	6	-0.4	2	-6	7
Fc1c(F)c(F)c(CSc2nc3ccccc3[nH]2)c(F)c1F	-1	-2	10	i	8	-1.4	-1	13	0
Clc1ccc(C(c2nnnn2C2CCCC2)N2CCN(c3nc4ccccc4s3)CC2)cc1 (configuration not stated)	-5	3	-10	i	32	-0.9	-1	-8	-1
COC(=O)CC(NC(=O)c1ccc(C)cc1)c1ccccc1 (configuration not stated)	-3	-1	-2	i	-7	-0.4	0	6	3
